# Source: PubChem (The Scripps Research Institute Molecular Screening Center)
# PAFAH1B3 inh: inhibitors of human PAFAH1B3 | 0.28% of 340,000 active | Q15102 | AID 492972 | recombinant PAFAH1B3, FP-rhodamine probe, fluorescence polarization | inhibition, % at 3.39 µM;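 active = inhibition above the screen-wide average of all tested compounds plus 3 SD, cut at about 25% in these data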;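 also: 0% = enzyme with DMSO only and 100% = wells lacking PAFAH1B3 protein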
# Target sequence (Q15102 whole entry, looked up): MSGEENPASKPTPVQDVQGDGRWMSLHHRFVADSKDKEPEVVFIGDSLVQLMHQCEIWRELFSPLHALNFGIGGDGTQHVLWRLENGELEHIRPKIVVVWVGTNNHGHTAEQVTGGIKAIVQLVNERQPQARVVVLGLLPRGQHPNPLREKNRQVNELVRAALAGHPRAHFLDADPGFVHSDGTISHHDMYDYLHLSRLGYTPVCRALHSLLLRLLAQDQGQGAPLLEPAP
# PAFAH1B2 FP inh: inhibitors of human PAFAH1B2; P68402; recombinant PAFAH1B2, FP-rhodamine activity probe, fluorescence polarization; inhibition, % at 3.39 µM; 1.2% of 340,000 active;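 active = inhibition above the mean of all tested compounds plus 3 SD, cut at about 24% in these data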;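 also: 0% = enzyme with DMSO and 100% = wells lacking PAFAH1B2; many of its hits are not listed in these tables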
# Target sequence (P68402 whole entry, looked up): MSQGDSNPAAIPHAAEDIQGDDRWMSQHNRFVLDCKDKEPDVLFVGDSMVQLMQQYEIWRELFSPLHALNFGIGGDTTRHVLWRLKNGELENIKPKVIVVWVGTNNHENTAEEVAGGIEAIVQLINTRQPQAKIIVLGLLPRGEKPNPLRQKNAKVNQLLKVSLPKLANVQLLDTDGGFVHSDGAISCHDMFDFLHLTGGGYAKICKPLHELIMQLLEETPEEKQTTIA
# The depositor's hits bear a star.
1) CC(OC(=O)CNC(=O)c1ccccc1)C(=O)Nc1ccc(S(=O)(=O)N2CCOCC2)cc1 (stereo not given)
2) Cc1ccc(-c2nnc(N3CCOCC3)c3ccccc23)cc1S(=O)(=O)N(C)C
3) COc1cc2c(=O)n(Cc3ccccc3)c(=O)n(CC(=O)NCc3ccco3)c2cc1OC
4) N[C@@H](Cc1cnc[nH]1)C(=O)Nc1ccc2ccccc2c1
5) O=C1CSC(=S)N1N=Cc1ccc(Cl)s1
6) CSCCC1Nc2ccc(S(=O)(=O)N3CCOCC3)cc2NC1=O (stereo not given)
7) COc1cccc(N(C(=O)Cn2nnc3ccccc32)C(C(=O)NCc2ccco2)c2cccnc2)c1 (stereo not given)
8) Cc1nn(-c2ccccc2)c2sc(C(=O)N(CC(=O)NC3CCCC3)Cc3ccco3)cc12
9) Cc1ccc(N(C)S(=O)(=O)c2cccc(C(=O)N(C)Cc3cnn(-c4ccccc4)c3)c2)cc1
10) CC(C)(COC(=O)C(c1ccccc1)c1ccccc1)CN1CCOCC1

Assay by compound	1	2	3	4	5	6	7	8	9	10
PAFAH1B3 inh	4	8	4	-1	-29	3	7	-5	8	2
PAFAH1B2 FP inh	-1	0	-3	13	-17	3	-1	-4	6	5

11) O=c1[nH]c(-c2ccccc2)nc(CN2CCCCC2)c1O
12) C(=NOCCc1ccccc1)c1cccnc1
13) S=C(c1ccco1)N1CCOCC1
14) CNc1nc(N)c([N+](=O)[O-])c(NC2CCCCC2)n1
15) COc1cccc(C(=O)N2CCC(C(=O)N3CCN(C)CC3)CC2)c1
16) COc1ccc(C(=O)NCCCn2cccn2)cc1OC1CCN(C(C)=O)CC1
17) COCCNC(=O)CN(C(=O)c1ccc(N2CCCC2)nc1)c1ccc(F)c(Cl)c1
18) CCOC(=O)c1c(NC(=O)COC(=O)CCNS(=O)(=O)c2ccccc2)sc(C(=O)N(C)C)c1C
19) CC(=O)OCC(=O)C1(O)CCC2C3CC(F)C4=CC(=O)CCC4(C)C3C(=O)CC21C (stereo not given)
20) Cc1ccnc(SC2CC(=O)N(c3ccc(Br)cc3)C2=O)n1 (stereo not given)

Assay by compound	11	12	13	14	15	16	17	18	19	20
PAFAH1B3 inh	-2	-2	7	-3	10	11	5	3	4	5
PAFAH1B2 FP inh	1	5	9	7	2	1	6	0	5	-1

21) O=S(=O)(Cc1ccccc1)N1CCN(Cc2c(F)cccc2Cl)CC1
22) COC(=O)c1ccc(NC(=O)CCCCCn2nnc3ccccc3c2=O)cc1
23) Cc1ccc2c(c1)c(/C=C/c1cc[n+](C)cc1)c(C)n2C
24) Cc1ccc(C)c(S(=O)(=O)NCC(=O)OCC(=O)Nc2sccc2C(N)=O)c1
25) NNc1cccc(C=Cc2ccccc2)cc1=O
26) CCOC(=O)C1=C(C)Nc2ccccc2N/C1=N\S(=O)(=O)c1ccccc1
27) Cc1cc(C)c(C(=O)NC2CC(C)(C)Cc3c2cnn3-c2cccc(F)c2)[nH]1 (stereo not given)
28) COc1cccc(CC(=O)Nc2ccc(F)c(S(=O)(=O)N3CCOCC3)c2)c1
29) Cc1ccc(C)c(N(CC(=O)NCc2ccco2)C(=O)CCC(=O)Nc2ccccn2)c1
30) Cc1ccc(C)c(OCC(=O)N(Cc2ccccc2)c2c(N)n(Cc3ccccc3)c(=O)[nH]c2=O)c1

Assay by compound	21	22	23	24	25	26	27	28	29	30
PAFAH1B3 inh	0	10	2	2	12	10	-2	0	-2	-8
PAFAH1B2 FP inh	2	1	-2	1	2	4	1	3	3	5

31) CC(CNCCCn1cnc2c(OCc3ccccc3)ncnc21)c1ccccc1 (stereo not given)
32) Cc1ccc(S(=O)(=O)N(CC(=O)NCc2ccccc2)C(=O)N2CCN(C)CC2)cc1
33) CC(C)CNC(=O)[C@@H]1CSC2c3ccccc3C(=O)N21 (stereo not given in full)
34) O=C(CNC(=O)c1cccc(S(=O)(=O)N2CCc3ccccc32)c1)Nc1ccc(F)c(F)c1F
35) COc1cc(C(=O)N/N=C/c2ccc(OC(=O)c3ccccc3)c(OC)c2)ccc1O
36) C=CCN(c1ccccc1)S(=O)(=O)c1cccc(C(=O)NCC(c2ccc(OC)cc2)N2CCCCC2)c1 (stereo not given)
37) CC(O)CNC1c2ccccc2CC1O (stereo not given)
38) Fc1ccc(-n2c(-c3ccco3)n[nH]c2=S)cc1
39) O=c1c(-c2ccccc2)nnc2sc(COc3ccc(Br)cc3)nn12
40) COC(=O)C1CC2=C(CCC2=O)N(c2ccccc2)C1=O (stereo not given)

Assay by compound	31	32	33	34	35	36	37	38	39	40
PAFAH1B3 inh	-2	11	5	-1	11	2	8	3	3	10
PAFAH1B2 FP inh	2	6	2	-1	6	3	7	16	4	0

# By substructure: those above with bromine.
20) Cc1ccnc(SC2CC(=O)N(c3ccc(Br)cc3)C2=O)n1 (stereo not given)
39) O=c1c(-c2ccccc2)nnc2sc(COc3ccc(Br)cc3)nn12

Assay by compound	20	39
PAFAH1B3 inh	5	3
PAFAH1B2 FP inh	-1	4

# The results go on.
41) O=C1C2C3C=CC(CC3)C2C(=O)N1c1ccccc1 (stereo not given)
42) O=C1C=C(N2CCCCCC2)C(=O)N1c1ccc(Cl)cc1
43) Cc1cc(C)cc(N2C(=O)C=CC2=O)c1
44) COc1ccc(NC(=O)c2ccccc2NC(=O)C2CCCCC2C(=O)O)cc1 (stereo not given)
45) O=C(N/N=C/c1ccc(F)cc1)c1cc(-c2ccccn2)nc2ccccc12
46) COc1ccc(/C=N\NC(=O)c2ccc([N+](=O)[O-])cc2)cc1COc1c(F)c(F)cc(F)c1F
47) Cc1nn(-c2ccccc2)c(C)c1C(=O)OCC(O)=C(C#N)c1nc2ccccc2[nH]1
48) COc1ccc(/C=C2\SC(=S)NC2=O)cc1OS(=O)(=O)c1ccc(NC(C)=O)cc1
49) Cc1cc(=O)[nH]c(NN=Cc2cc(Br)ccc2O)n1
50) Cc1ccc(OCC(=O)Nc2ccc(C)c(F)c2)c([N+](=O)[O-])n1

Assay by compound	41	42	43	44	45	46	47	48	49	50
PAFAH1B3 inh	2	-1	-5	1	4	9	14	19	8	2
PAFAH1B2 FP inh	-7	14	-4	-1	5	1	11	-6	6	2

# Part of the list above, with two lines to a compound.
# Order of results: PAFAH1B3 inh | PAFAH1B2 FP inh
(43) Cc1cc(C)cc(N2C(=O)C=CC2=O)c1
→ -5 | -4
(44) COc1ccc(NC(=O)c2ccccc2NC(=O)C2CCCCC2C(=O)O)cc1 (stereo not given)
→ 1 | -1
(45) O=C(N/N=C/c1ccc(F)cc1)c1cc(-c2ccccn2)nc2ccccc12
→ 4 | 5
(46) COc1ccc(/C=N\NC(=O)c2ccc([N+](=O)[O-])cc2)cc1COc1c(F)c(F)cc(F)c1F
→ 9 | 1
(47) Cc1nn(-c2ccccc2)c(C)c1C(=O)OCC(O)=C(C#N)c1nc2ccccc2[nH]1
→ 14 | 11
(48) COc1ccc(/C=C2\SC(=S)NC2=O)cc1OS(=O)(=O)c1ccc(NC(C)=O)cc1
→ 19 | -6

# The results go on.
51) O=C1C=CC(=O)C(CNc2ccc(C(=O)OCc3ccccc3)cc2)=C1
52) CN(C)CCC(C(=O)c1ccccc1)c1cccnc1 (stereo not given)
53) COc1ccc(Cc2nnc(NC(=O)c3ccccc3)s2)cc1OC
54) CSCCC1NC(=O)C(C(C)=NNC(N)=O)=C1O (stereo not given)
55) CC(OC(=O)c1cccc(-n2cnnn2)c1)C(=O)Nc1ccc(F)c(F)c1F (stereo not given)
56) O=C(c1cccs1)N1CCN(C(=O)c2cccs2)C1=S
57) CC(OC(=O)CCN1C(=O)C2CC=CCC2C1=O)C(=O)Nc1ccc(F)cc1 (stereo not given)
58) N=c1ccn2c(n1)O[C@H]1[C@H](O)[C@@H](CO)O[C@H]12
59) CCN1C[C@@H]2[C@@H]3C(=O)N(C)C(=O)[C@@H]3[C@](Cc3ccccc3)(C1=O)N2C(=O)c1ccc(C)cc1
60) O=C(NCc1c(O)ccc2ccccc12)c1ccccc1

Assay by compound	51	52	53	54	55	56	57	58	59	60
PAFAH1B3 inh	15	3	9	9	0	14	5	7	15	9
PAFAH1B2 FP inh	8	-3	4	5	9	4	-3	4	-11	4

# Along the list, from the results shown.
# Compounds 52–60 in PAFAH1B3 inh: 3, 9, 9, 0, 14, 5, 7, 15, 9
# Compounds 52–60 in PAFAH1B2 FP inh: -3, 4, 5, 9, 4, -3, 4, -11, 4

# The listing continues:
61) COc1ccc(C2CC(=O)CCN2S(=O)(=O)c2ccc(C)cc2)cc1 (stereo not given)
62) C=CC(=O)N1C/C=C\C(c2ccc(OC)cc2)N(Cc2ccc(F)cc2)C(=O)C1 (stereo not given)
63) CC(C)NC1(C#N)CCN(Cc2ccccc2)CC1
64) C[C@@]12C(=O)N(CC3CCCO3)CC(=O)N1[C@@H]1c3ccccc3OC[C@@H]1[C@@H]2c1ccccc1 (stereo not given in full)

Assay by compound	61	62	63	64
PAFAH1B3 inh	5	5	-2	5
PAFAH1B2 FP inh	7	6	4	5

# Some of the compounds tested; rates above refer to the full screens.
